High-throughput results (PubChem)
WRN inhibitor: WRN helicase (human) inhibition; AID 651768; actives 0.46% (n = 360,000); Potency, µM (doses to about 114 µM), for inactives: at the top dose activity change, negative = inhibition, usual class: inhibitors; Q14191; WRN helicase unwinding, fluorescent forked duplex, kinetic; also: potency is read from the fitted curve at half-maximal effect; % is scaled to controls: 0 for no effect and ±100 for the full control effect; nearly all actives have a fitted effect of over 55% in size
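WRN at 20 nM final was preincubated with compound for 15 min at room temperature; reaction started with 100 nM forked duplex oligonucleotide carrying fluorophore and quencher plus 2 mM ATP (final). Unwinding followed kinetically by red fluorescence (ex 525/em 598 nm).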
FUS yeast rescue: suppressors of FUS proteinopathy in yeast; Potency, µM (series often up to 76.6 µM), for the others: at the highest dose growth rescue (activation), most hits filed as activators; AID 1347120; actives 0.24% (n = 390,000); S. cerevisiae FUS-expressing, growth rescue, OD600, 24 h;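 also: potency is read from the fitted curve at half-maximal effect; plate controls were DMSO vehicle for no effect and reference control for full effect; nearly all actives have a fitted effect of over 55% in size; some results filed as inactive show a strong effect at the top dose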
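Compound concentration series was pinned onto galactose-induced FUS-expressing yeast seeded at OD 0.005. Plates sat 24hr at 30C; absorbance at 600 nm gave growth. DMSO served as background control.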
PLK1 PBD block: inhibitors of human PLK1 polo-box domain binding; P53350; Plk1 PBD binding of FITC phosphopeptide, fluorescence polarization; Potency, µM, inactives show max response, negative = inhibition, hits mostly inhibitors; actives 2.8% (n = 360,000); AID 720504; also: potency is read from the fitted curve at half-maximal effect; series mostly up to about 57 µM; % is scaled to controls: 0 for no effect and ±100 for the full control effect; nearly all actives have a fitted effect of over 65% in size
IL2 activator: activates IL-2 in a cell-based reporter assay | activation, % (series mostly up to about 46 µM) | actives 0.065% (n = 360,000) | IL-2 activation reporter assay, cell-based qHTS; stimulated with anti-CD3/CD4/CD28 beads; in transgenic mouse T cells; in the data active = activation above about 50%; inconclusive = mostly about 30% to 49%; also: 0% is about no effect
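First, unstimulated transgenic mouse T cells were exposed to compound for 60 min. Next, anti-CD3/anti-CD4-coated beads with anti-CD28 were added. Finally, after 18 h at 37 degrees C, EGFP and DsRed were imaged.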
EPAC1 ag: EPAC1 (human) agonism. O95398. EPAC1 agonist qHTS, biochemical assay; response scale: 100% = response to 6.5 mM cAMP. Potency, µM (titrated, usually from 154 µM), for inactives: top-dose activation, usual class: activators. actives 0.073% (n = 360,000). AID 720707; also: potency is read from the fitted curve at half-maximal effect; nearly all actives have a fitted effect of over 60% in size
Target sequence (O95398 whole entry, looked up): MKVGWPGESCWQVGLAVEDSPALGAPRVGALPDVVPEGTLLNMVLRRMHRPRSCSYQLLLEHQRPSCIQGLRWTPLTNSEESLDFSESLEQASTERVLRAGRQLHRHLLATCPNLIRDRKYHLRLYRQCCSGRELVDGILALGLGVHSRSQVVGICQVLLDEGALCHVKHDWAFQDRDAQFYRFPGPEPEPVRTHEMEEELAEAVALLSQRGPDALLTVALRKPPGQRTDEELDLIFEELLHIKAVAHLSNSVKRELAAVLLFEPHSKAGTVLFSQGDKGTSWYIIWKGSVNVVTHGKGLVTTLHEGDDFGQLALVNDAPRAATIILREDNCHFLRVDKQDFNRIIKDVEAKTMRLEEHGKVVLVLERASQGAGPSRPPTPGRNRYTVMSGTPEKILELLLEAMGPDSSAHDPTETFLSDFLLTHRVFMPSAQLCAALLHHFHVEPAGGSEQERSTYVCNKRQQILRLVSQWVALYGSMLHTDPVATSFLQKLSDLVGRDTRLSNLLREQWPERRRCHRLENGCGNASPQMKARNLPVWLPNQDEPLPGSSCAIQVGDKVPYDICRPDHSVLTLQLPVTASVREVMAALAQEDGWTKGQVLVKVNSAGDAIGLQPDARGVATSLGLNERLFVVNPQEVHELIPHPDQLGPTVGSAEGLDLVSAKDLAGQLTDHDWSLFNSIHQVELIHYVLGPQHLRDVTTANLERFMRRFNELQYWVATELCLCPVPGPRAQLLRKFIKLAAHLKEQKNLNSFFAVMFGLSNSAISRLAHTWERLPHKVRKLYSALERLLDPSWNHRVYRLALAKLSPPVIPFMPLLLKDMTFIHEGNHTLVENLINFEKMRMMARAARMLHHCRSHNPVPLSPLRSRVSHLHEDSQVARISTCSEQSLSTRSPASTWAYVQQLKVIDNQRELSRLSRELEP
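EPAC1 100 nM, Rap1B–BODIPY-GDP 250 nM, unlabeled GDP 50 uM; compound titration; 5 min RT; kinetic read ex480/em540 at 5-min intervals ×30 min; data normalized to 6.5 mM cAMP agonist control.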
Abeta yeast res: restores growth of yeast expressing A-beta42 peptide | Potency, µM (top dose mostly 46.1 µM), without a hit: at the top dose growth rescue, most hits filed as activators | yeast expressing A-beta42, growth rescue, OD600, 48 h; response scale: 0% DMSO, 100% iron-clioquinol control | actives 0.063% (n = 410,000); also: potency is read from the fitted curve at half-maximal effect; nearly all actives have a fitted effect of over 55% in size
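Growth rescue measured by 600 nm absorbance after 48 h yeast culture at 30 C with compound. Values normalized between DMSO and an equimolar ferric chloride plus clioquinol control.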
EPAC1 antag: EPAC1 (human) antagonism; O95398; EPAC1 GEF assay, Rap1b-BODIPY-GDP exchange fluorescence; Potency, µM (highest dose often 115 µM), inactives show at the top dose activity change, negative = inhibition, actives largely listed as inhibitors; actives 0.14% (n = 360,000);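 also: potency is read from the fitted curve at half-maximal effect; plate controls were vehicle for no effect and positive control for full effect; nearly all actives have a fitted effect of over 50% in size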
PI5P4Ka inh: blocks human PI5P4K alpha kinase activity | P48426 | PI5P4Kalpha enzyme, ADP-Glo luminescence, 60 min; stronger effect = lower value | max response, % | actives 1.2% (n = 330,000); active = max response of -50% or lower; inconclusive = between -30% and -50%; inactive = -30% or higher; also: value at the top dose of about 77 µM; % is scaled to controls: 0 for no effect and ±100 for the full control effect
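ADP-Glo luminescence end-point after a 60 min room-temperature kinase reaction. PI5P4Kalpha and substrate in HEPES pH 7.4 buffer with EGTA, 0.1% CHAPS and 5% DMSO; ATP at 5 microM final.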
* marks the source's active call; other numbers are inactive results; ? = inconclusive; . = not tested or not shown; & = joins results of further samples. Unless noted, calls follow the shape of the dose curve; as a rule, active = well fitted curve in the direction sought with a large enough effect; inconclusive = small, poorly fitted or top-dose-only effect, or another doubt; inactive = no such curve, though single readings can be large; an effect the other way counts as inactive or inconclusive.

SMILES	WRN inhibitor	FUS yeast rescue	PLK1 PBD block	IL2 activator	EPAC1 ag	Abeta yeast res	EPAC1 antag	PI5P4Ka inh
CCCNC(=O)c1onc(CSc2ccccc2)c1C(=O)NCCC	-8%	-9%	?	-3.1	9%	6%	-1%	4
Cc1nn(-c2ccccc2)c(Cl)c1/C=N/NC(=O)CNC(=O)c1ccccc1Cl	1%	21%	-12%	-0.3	3%	-5%	13%	0
COCCn1c(SCC(=O)N2CCOCC2)nnc1-c1ccco1	-19%	-9%	-5%	-2.3	-3%	-8%	-10%	3
O=C(CCCCCCCC(=O)N1CCCCC1)N1CCCCC1	2%	.	0%	-3.8	1%	-7%	5%	3
CCn1cc(C(=O)N2CCN(c3cccc(Cl)c3)CC2)c2cc(OC)c(OC)cc2c1=O	2%	?	-6%	-1.0	7%	-3%&21%	-5%	6
CC1(C)Cc2c(c(N3CCOCC3)nc3snc(N)c23)CO1	10%	9%	-14%	-4.4	5%	-3%	9%	-2
COC(=O)C1=C(C(=O)OC)[C@@H]2N(C)c3ccccc3[C@@]23C[C@@H](C(=O)OC)N(C(=O)c2cc(C)oc2C)C3=N1	-5%	33%	-6%	-0.5	5%	0%	-2%	-3
CCN(C(=O)COC(=O)c1cc(-c2cccs2)nc2ccccc12)C1CCS(=O)(=O)C1 (centres undefined)	-7%	?	-13%	-3.3	6%	2%	-12%	3
CCc1ccc(NC(=O)C2CCCN(S(=O)(=O)c3c(C)[nH]c(=O)[nH]c3=O)C2)cc1 (centres undefined)	5%	34%&-11%	-5%	-0.1	5%	3%&-6%	-3%	-2
COC(=O)c1ccccc1NC(=O)c1ccc(NC(=O)C2CCCO2)cc1 (centres undefined)	-24%	.	-7%	1.2	-5%	-15%	-24%	8
O=C(CCNS(=O)(=O)c1ccc(Br)cc1)NCC1CCCO1 (centres undefined)	7%	.	-7%	-0.7	15%	-16%	17%	-3
Cc1cc(C)c(S(=O)(=O)c2ccccc2)c(OC(=O)c2cc(F)c(F)cc2Cl)n1	-2%	19%	?	-2.5	8%	-24%	0%	?
O=C(c1cc2ccccc2oc1=O)N(Cc1cccs1)CC1CCCO1 (centres undefined)	-1%	5%	-20%	-1.6	-8%	6%	-17%	-3
CCc1nc2c(oc3ccccc32)c(=O)[nH]1	7%	-24%	-4%	-0.2	4%	8%	-3%	1
CC(c1ccc(F)cc1)n1cc(C(=O)NCc2ccccn2)nn1 (centres undefined)	3%	14%	-9%	0.7	0%	-18%	2%	1
O=C(COC(=O)c1ccccc1C(=O)c1ccc(Cl)cc1)NCCc1ccccc1	-13%	.	6%	-0.8	-7%	?	-11%	7
O=C(NC1CCCCC1)C(c1ccccc1F)n1c(=O)c(-c2cc3ccccc3[nH]2)nc2ccccc21 (centres undefined)	-7%	39%	3%	-0.4	2%	22%	-11%	-5
OCCN1CCN(C(=S)c2ccc(Cl)cc2)CC1	-20%	-21%	6.7µM*	-1.3	9%	8%	-9%	-16
COc1cc(NC(=S)NCCc2ccccc2)c(OC)cc1NC(=O)CC(C)C	-1%	10%	-2%	0.2	-5%	-1%	-2%	0
Cc1ccnc(NC(NC(=O)C(C)C)(C(F)(F)F)C(F)(F)F)c1	-4%	-5%	-9%	-2.1	-1%	-12%	0%	2
Cc1sc(NC(=O)C2C3C=CC(C3)C2C(=O)O)c(C(N)=O)c1-c1ccc(C(C)C)cc1 (centres undefined)	-34%	.	?	1.5	-10%	21%	?	-1
COc1ccc2c(c1)CCc1cnoc1-2	-6%	28%	-3%	0.1	4%	9%	-9%	-8
O=[N+]([O-])c1ccc(C2OCCO2)cc1CS(=O)(=O)c1ccccc1	4%	-1%	-6%	3.6	9%	-11%	-2%	-7
Cc1ccc(/C=C/C(=O)OCC(=O)NCCc2ccc(S(N)(=O)=O)cc2)o1	-12%	1%	-12%	0.2	9%	1%	-19%	1

Shown with bars between the fields: 2 of the compounds above.
Molecule | WRN inhibitor | FUS yeast rescue | PLK1 PBD block | IL2 activator | EPAC1 ag | Abeta yeast res | EPAC1 antag | PI5P4Ka inh
O=C(c1cc2ccccc2oc1=O)N(Cc1cccs1)CC1CCCO1 (centres undefined) | -1% | 5% | -20% | -1.6 | -8% | 6% | -17% | -3
CCc1nc2c(oc3ccccc32)c(=O)[nH]1 | 7% | -24% | -4% | -0.2 | 4% | 8% | -3% | 1

(more compounds)
SMILES	WRN inhibitor	FUS yeast rescue	PLK1 PBD block	IL2 activator	EPAC1 ag	Abeta yeast res	EPAC1 antag	PI5P4Ka inh
Cc1ccc(S(=O)(=O)NCCN2CCNC2=O)cc1	0%	2%	-2%	0.4	-8%	0%	-15%	-4
CCOn1c(SCC)nc2ccccc2c1=O	-3%	1%	-1%	-2.0	18%	-4%	-12%	.
COc1ccc(C(=O)O/N=C2\C(=O)N(C)c3ccccc32)cc1	-5%	-18%	?	1.4	-3%	.	-22%	-1
COC(=O)CSc1nnc(CNc2ccc(Cl)cc2)n1-c1ccccc1	3%	17%	-9%	-2.0	0%	-1%	-21%	-4
COC(=O)c1ccc(NC(=O)c2ccco2)cc1	10%	24%	0%	-2.9	2%	-2%	13%	.
C/C(=C\C(=O)OCCCCCCCCC(=O)O)C[C@@H]1OC[C@H](C[C@@H]2O[C@H]2[C@@H](C)[C@H](C)O)[C@@H](O)[C@H]1O	0%	16%	-3%	1.1	5%	4%	1%	8

By substructure: the compounds so far with sulfur.
SMILES	WRN inhibitor	FUS yeast rescue	PLK1 PBD block	IL2 activator	EPAC1 ag	Abeta yeast res	EPAC1 antag	PI5P4Ka inh
CCCNC(=O)c1onc(CSc2ccccc2)c1C(=O)NCCC	-8%	-9%	?	-3.1	9%	6%	-1%	4
COCCn1c(SCC(=O)N2CCOCC2)nnc1-c1ccco1	-19%	-9%	-5%	-2.3	-3%	-8%	-10%	3
CC1(C)Cc2c(c(N3CCOCC3)nc3snc(N)c23)CO1	10%	9%	-14%	-4.4	5%	-3%	9%	-2
CCN(C(=O)COC(=O)c1cc(-c2cccs2)nc2ccccc12)C1CCS(=O)(=O)C1 (centres undefined)	-7%	?	-13%	-3.3	6%	2%	-12%	3
CCc1ccc(NC(=O)C2CCCN(S(=O)(=O)c3c(C)[nH]c(=O)[nH]c3=O)C2)cc1 (centres undefined)	5%	34%&-11%	-5%	-0.1	5%	3%&-6%	-3%	-2
O=C(CCNS(=O)(=O)c1ccc(Br)cc1)NCC1CCCO1 (centres undefined)	7%	.	-7%	-0.7	15%	-16%	17%	-3
Cc1cc(C)c(S(=O)(=O)c2ccccc2)c(OC(=O)c2cc(F)c(F)cc2Cl)n1	-2%	19%	?	-2.5	8%	-24%	0%	?
O=C(c1cc2ccccc2oc1=O)N(Cc1cccs1)CC1CCCO1 (centres undefined)	-1%	5%	-20%	-1.6	-8%	6%	-17%	-3
OCCN1CCN(C(=S)c2ccc(Cl)cc2)CC1	-20%	-21%	6.7µM*	-1.3	9%	8%	-9%	-16
COc1cc(NC(=S)NCCc2ccccc2)c(OC)cc1NC(=O)CC(C)C	-1%	10%	-2%	0.2	-5%	-1%	-2%	0
Cc1sc(NC(=O)C2C3C=CC(C3)C2C(=O)O)c(C(N)=O)c1-c1ccc(C(C)C)cc1 (centres undefined)	-34%	.	?	1.5	-10%	21%	?	-1
O=[N+]([O-])c1ccc(C2OCCO2)cc1CS(=O)(=O)c1ccccc1	4%	-1%	-6%	3.6	9%	-11%	-2%	-7
Cc1ccc(/C=C/C(=O)OCC(=O)NCCc2ccc(S(N)(=O)=O)cc2)o1	-12%	1%	-12%	0.2	9%	1%	-19%	1
Cc1ccc(S(=O)(=O)NCCN2CCNC2=O)cc1	0%	2%	-2%	0.4	-8%	0%	-15%	-4
CCOn1c(SCC)nc2ccccc2c1=O	-3%	1%	-1%	-2.0	18%	-4%	-12%	.
COC(=O)CSc1nnc(CNc2ccc(Cl)cc2)n1-c1ccccc1	3%	17%	-9%	-2.0	0%	-1%	-21%	-4
